MT stabilize HCS = microtubule stabilizers in HeLa cells; HeLa tubulin immunostaining HCS, 24 h; share of cells brighter than vehicle mean+2SD; % tubulin-high responders, % at 10 µM; 200,000 compounds, 0.83% hits;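 active = plate Z-score above 3 for both tubulin-high and condensed-nucleus cell shares, with cell loss under 80%, at 10 µM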;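 also: anti alpha tubulin signal scored within the nucleus-defined area of each cell; some results filed as inactive read as strong as hits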
Autophagy HCS = alters autophagy in cells. MEF GFP-LC3 puncta imaging; test concentration mostly 10 µM. calls only at 10 µM (by protocol). 190,000 compounds, 0.98% hits;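 active = percentage of spot-positive cells more than 3 SD above its plate mean, without a fluorescence outlier flag or 80% toxicity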;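 also: spot-positive cell cutoff set from DMSO-treated cells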
Insulin prom up = MIN6 insulin promoter up-regulation | MIN6 insulin promoter-GFP reporter, high-content imaging; stronger effect = higher value | z-score at 5 µM | 190,000 compounds, 0.3% hits;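 active = z-score above 3 at 5 µM with at least 500 cells counted in the well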
Dynein transport = blocks dynein driven cargo transport along microtubules | AID 1381 | 220,000 compounds, 0.47% hits | z-score, hits read low | 3617.4 mouse cells, GR-EGFP nuclear translocation imaging; test concentration mostly 20 µM; stimulated with dexamethasone, 1 µM; stronger effect = lower value;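 active = plate z-score of nuclear minus cytoplasmic receptor signal below a set negative limit, without overly bright fluorescence or cell loss, cut at about -3.5 in these data, passing the limit was not always enough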;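 also: z-score of nuclear minus cytoplasmic ring GR-EGFP intensity difference per well; some compounds called inactive have numbers as strong as hits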
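Also added – dexamethasone, 1.0 µM final · Buffer or medium – tet-free, stripped-serum medium · Schedule – induction 48 h, compound 1 h, agonist 30 min · Detection – formaldehyde fixation, Hoechst nuclear stain, 10x automated fluorescence imaging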
Yfh1-off respiration = enhancers of respiration in Yfh1-depleted yeast, dose response, Friedreich's ataxia, plus single-dose screen (AID 1465); S. cerevisiae Yfh1-off respiration, WST-1 reduction, 72 h; higher fold induction means a stronger effect; one-dose fold induction at 50 µM; EC50 in µM for titrated hits; 220,000 compounds, 0.074% hits;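 active = fold induction of absorbance versus untreated yeast above a set limit, then at least 30% activation at any dose in follow-up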;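 also: activators that raise dye reduction in frataxin-depleted yeast; strong numbers were not always called active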
P. falciparum M1AAP = P. falciparum M1AAP inhibitors, biochemical, fluorogenic H-Leu-NHMec substrate, 1536-well (AID 1445). recombinant M1AAP, H-Leu-NHMec fluorogenic kinetic assay; higher % means a stronger effect. one-dose inhibition, % at 30 µM; IC50 in µM for titrated hits. 220,000 compounds, 0.42% hits;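 active = primary inhibition above the hit cutoff, then over 50% inhibition at one or more dose response concentrations, cut at about 23% in these data, passing the limit was not always enough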;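 also: plate controls were DMSO full reaction for no effect and no enzyme background for full effect; strong numbers were not always called active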
P. falciparum M17LAP = P. falciparum M17LAP inhibitors, primary screen, biochemical, fluorogenic H-Leu-NHMec substrate, 1536-well (AID 1619); recombinant M17LAP, H-Leu-NHMec fluorogenic kinetic assay; higher % means a stronger effect; inhibition, % at 30 µM; hits with a dose series show IC50 in µM; 220,000 compounds, 0.38% hits;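 active = compound inhibiting the enzyme by more than half at any dose during confirmatory dose-response retesting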;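 also: plate controls were full reaction with DMSO carrier for no effect and no enzyme background for full effect; strong numbers were not always called active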
Lipid droplet = modulators of hepatic lipid droplet formation | AML12 mouse hepatocytes, oleate lipid droplets, BODIPY imaging | inhibition, % at 6.5 µM | 240,000 compounds, 0.4% hits | AID 1656;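 active = lipid droplet intensity inhibited by at least 50%, with more than 500 cells counted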
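Test system: AML12 mouse liver cells; schedule: overnight exposure; technique: high-content imaging of BODIPY-stained droplets and DAPI nuclei; read-out: % inhibition of corrected integrated BODIPY droplet signal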
CSM14.1 death rescue = protection against thapsigargin-triggered cell killing – 384-well, CSM14.1, ATP luminescence, primary screen (AID 1222); cellular ATP content (survival), % at 20 µM, or EC50 in µM where a hit was titrated; 190,000 tested, under 10 active; CSM14.1 thapsigargin-induced death rescue, ATP luminescence; higher % means a stronger effect;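 active = EC50 below 50 µM in the dose-response confirmation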;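 also: death triggered by thapsigargin at about 15 µM added after 2 h compound pretreatment; cell ATP read after overnight thapsigargin exposure of roughly 18 to 22 hours; normalized against plate controls of thapsigargin alone and 5% DMSO vehicle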
Dynein transport cytoplasmic EGFP = recorded beside Dynein transport, whose call it bears; z-score; measured here: cytoplasmic GR-EGFP intensity; stronger effect = higher value
Dynein transport nuclear GR-EGFP = further read-out of Dynein transport, marked with its call; z-score; measured here: nuclear GR-EGFP intensity;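 lower value marks the stronger effect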
Dynein transport cell count = further read-out of Dynein transport, marked with its call; z-score; measured here: cell count per field
Insulin prom up cell count = second read-out of Insulin prom up, no call of its own (marks repeat the call); cell count; measured here: cytotoxicity, nuclei count;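 total cells summed across four imaged fields per well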
Lipid droplet cells 6.5 µM = second read-out of Lipid droplet, no call of its own (marks repeat the call); cell count; measured here: cell count, cytotoxicity flag;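 cells counted across two imaged fields per well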
MT stabilize HCS Hoechst-high % = also measured in MT stabilize HCS; calls as there; % Hoechst-high responders; measured here: nuclear condensation Hoechst responders;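 share of cells brighter than vehicle mean plus two SD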
MT stabilize HCS cytotoxicity % = also measured in MT stabilize HCS; calls as there; toxicity, %; measured here: cytotoxicity by cell density;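 0% = mean cell density of plate MIN control wells and 100% = no cells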
Autophagy HCS cell loss 18 h = further read-out of Autophagy HCS, marked with its call; toxicity, %; measured here: cell loss, nuclei count;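 cell loss after 18 h compound exposure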
An asterisk follows results filed as active; i = inactive; / = not tested or not shown.

| compound | MT stabilize HCS | MT stabilize HCS Hoechst-high % | MT stabilize HCS cytotoxicity % | Autophagy HCS | Autophagy HCS cell loss 18 h | Insulin prom up | Insulin prom up cell count | Dynein transport | Dynein transport cytoplasmic EGFP | Dynein transport nuclear GR-EGFP | Dynein transport cell count | Yfh1-off respiration | P. falciparum M1AAP | P. falciparum M17LAP | Lipid droplet | Lipid droplet cells 6.5 µM | CSM14.1 death rescue |
| --- | --- | --- | --- | --- | --- | --- | --- | --- | --- | --- | --- | --- | --- | --- | --- | --- | --- |
| O=C(NC(Cc1c[nH]c2ccccc12)C(=O)OCC(=O)c1cccc2ccccc12)c1cccs1 (centres undefined) | 4.5 | 1.0 | 4.5 | i | 1 | -0.04 | 1362 | 0.38 | -0.17 | 0.026 | -0.31 | i | 0% | -6% | 14 | 657 | 1.3% |
| CC(C)(C)C1CCc2onc(C(=O)O)c2C1 (centres undefined) | 3.2 | 1.5 | 6.7 | i | 0 | 0.11 | 1425 | 0.22 | -0.28 | 0.47 | 0.72 | i | -6% | 4% | -11 | 721 | -0.3% |
| O=C(Nc1ccc2c(c1)OCO2)c1ccc(Br)o1 | 3.0 | 2.6 | 2.7 | i | -43 | 0.04 | 936 | -0.76 | -0.27 | -0.62 | 1 | i | 6% | 1% | 15 | 768 | -2.5% |
| Cc1c(Cl)cccc1NC(=S)N(CCCN1CCOCC1)Cc1cccs1 | 3.4 | 2.9 | 1.5 | i | 2 | -0.54 | 1285 | 2.2 | -0.058 | 1.2 | -1.7 | i | -3% | -7% | -3 | 628 | -7.3% |
| Cc1cc(Nc2ccc(F)cc2Cl)n2ncnc2n1 | 2.0 | 2.5 | 8.6 | i | 1 | 0.52 | 1871 | 0.014 | -0.24 | 0.21 | 0.84 | i | 1% | -2% | 9 | 683 | / |
| COc1ccc(S(=O)(=O)N(C)CC(=O)Nc2c(F)cccc2F)cc1 | 1.1 | 2.1 | 21 | i | 4 | -0.58 | 1708 | 0.1 | -0.24 | 0.42 | 0.066 | i | 15% | 5% | -10 | 574 | -1.2% |
| O=C(NCc1cccs1)c1ccc(CS(=O)(=O)c2ccc(Cl)cc2)o1 | 0.9 | 1.2 | 3.2 | i | -11 | -0.57 | 938 | 0.46 | 0.36 | 0.68 | -0.64 | i | 17% | 11% | 8 | 773 | -0.4% |
| NC(=O)CC(NC(=O)Cc1ccc(Br)cc1)c1ccc(NCCc2ccc(Cl)cc2)c([N+](=O)[O-])c1 (centres undefined) | / | / | / | / | / | -0.66 | 1013 | 1.5 | -0.59 | 0.66 | -0.26 | i | 12% | 8% | 3 | 767 | / |
| C/C(=C\C(=O)O)CC(=O)O | 2.5 | 1.4 | 6.6 | i | 34 | / | / | 0.6 | -0.43 | 0.76 | 1.2 | i | 0% | 9% | 14 | 814 | 4.4% |
| CCOc1ccc(-c2nnc3sc(COc4ccccc4)nn23)cc1 | 6.4 | 2.0 | 17 | i | 22 | 1.1 | 1077 | 4.6 | 0.45 | 2.4 | -2.8 | i | -3% | -3% | 0 | 795 | -0.6% |
| Cc1sc(NC(=O)Nc2ccccc2)c(C(N)=O)c1C | 2.3 | 0.8 | 0.6 | i | -16 | 0.07 | 1551 | 1.4 | -0.23 | 0.96 | -0.83 | i | 0% | 3% | 5 | 737 | 1.7% |
| Oc1c(I)cc(I)c2cccnc12 | 3.7 | 2.6 | 0.0 | i | -5 | / | / | -0.47 | -0.28 | 0.27 | 0.69 | i | 12% | -7% | -3 | 663 | 5.7% |
| CCS(=O)(=O)NCc1csc(C)n1 | 2.8 | 0.7 | 2.2 | i | 21 | -0.41 | 1784 | 0.59 | -0.12 | 0.62 | 0.37 | i | 8% | -15% | 0 | 699 | -1.1% |
| C/C(=N\Nc1nc(-c2cc(C)ccc2C)cs1)c1cc2ccccc2oc1=O | 2.4 | 3.4 | 5.3 | i | -10 | 0.16 | 1352 | -0.43 | -0.31 | -0.34 | 0.35 | i | 2% | 6% | -11 | 650 | -1.3% |
| C/C(=N\O)C(C)NC(=O)c1ccccc1 (centres undefined) | 0.4 | 3.5 | 11 | i | -11 | / | / | 0.65 | 1.4 | 0.6 | -0.84 | i | -9% | 7% | 22 | 652 | -3.8% |
| CCCCNC(=S)NCc1ccc2[nH]c(C)cc2c1 | 2.3 | 3.3 | 11 | i | 2 | 1.2 | 1292 | -0.84 | 0.21 | 0.31 | 0.46 | i | 7% | 1% | -11 | 739 | -3.2% |
| Cc1cc2ncn(-c3nnnn3-c3ccccc3)c2cc1C | 0.9 | 2.2 | 12 | i | 2 | -0.12 | 1224 | -0.12 | -0.21 | 0.11 | 0.22 | i | 5% | 10% | / | / | 0.7% |
| Cc1ccccc1C(=O)NN1CCOCC1 | 4.8 | 2.3 | 6.1 | i | 0 | 0.22 | 1137 | -0.72 | -0.27 | -0.56 | 0.34 | i | 0% | 0% | -41 | 685 | -0.5% |
| CCC(C)(c1ccc(C=O)s1)c1ccc(C=O)s1 | 1.4 | 2.0 | 0.3 | i | 1 | 0.05 | 890 | -1.2 | -0.16 | -0.76 | 1 | i | 11% | 11% | -14 | 654 | -1.6% |
| CC(=O)Nc1ccccc1/C=C/c1ccc2c(C)cc(C)c(O)c2n1 | 2.9 | 4.1 | 5.3 | i | 2 | 0.09 | 1305 | 0.58 | -0.2 | 0.62 | -0.44 | i | -3% | 9% | -3 | 684 | -0.5% |
| CCc1nnc(NC(=O)CSc2nc3ccc(OC)cc3[nH]2)s1 | 1.3 | 0.7 | 4.3 | i | -15 | 0.05 | 1539 | -0.36 | 0.2 | -0.028 | 0.18 | i | 11% | 4% | 13 | 650 | 4.5% |
| CC1CCCCN1S(=O)(=O)c1ccc(C(=O)Nc2nnc(-c3ccncc3)o2)cc1 (centres undefined) | 1.4 | 0.8 | 3.0 | i | -37 | / | / | -0.72 | -0.12 | -0.3 | 0.47 | i | 0% | 1% | 13 | 748 | -1.4% |
| COc1ccc(-n2nnnc2SCC(=O)Nc2nnc(C)s2)cc1OC | 1.6 | 0.9 | 4.7 | i | 5 | 1.5 | 1159 | 1.6 | -0.19 | 0.92 | -1.4 | i | 3% | 16% | / | / | -1.2% |
| Cc1ccc(C(=O)Nc2ccccc2N2CCCCC2)cc1[N+](=O)[O-] | 3.2 | 2.2 | 13 | i | -2 | -0.35 | 1542 | -0.36 | -0.35 | 0.041 | -0.35 | i | -3% | 0% | 7 | 643 | 0.8% |
| CCOC(=O)C1=C(C)NC(=S)NC1c1cccs1 (centres undefined) | 4.4 | 1.9 | 2.4 | i | 11 | -0.27 | 1285 | 0.37 | -0.2 | 0.51 | -0.96 | i | 5% | -1% | -6 | 647 | -2.8% |
| COCCCNC(=O)c1ccc(NC(C)=O)cc1 | 1.4 | 2.0 | 6.7 | i | -9 | 0.28 | 1400 | -0.7 | -0.21 | -0.26 | 0.24 | i | 1% | 10% | 7 | 671 | 2.2% |
| CC(C)(C)[C@H]1C=C(C(N)=O)O[C@@H](OCCCCO)C1 | / | / | / | / | / | 0.04 | 1142 | -1.3 | -0.77 | -0.54 | 0.00066 | i | 2% | 0% | 9 | 679 | / |

Grouped by structure, those above containing a furan ring, fused or not.
| compound | MT stabilize HCS | MT stabilize HCS Hoechst-high % | MT stabilize HCS cytotoxicity % | Autophagy HCS | Autophagy HCS cell loss 18 h | Insulin prom up | Insulin prom up cell count | Dynein transport | Dynein transport cytoplasmic EGFP | Dynein transport nuclear GR-EGFP | Dynein transport cell count | Yfh1-off respiration | P. falciparum M1AAP | P. falciparum M17LAP | Lipid droplet | Lipid droplet cells 6.5 µM | CSM14.1 death rescue |
| --- | --- | --- | --- | --- | --- | --- | --- | --- | --- | --- | --- | --- | --- | --- | --- | --- | --- |
| O=C(Nc1ccc2c(c1)OCO2)c1ccc(Br)o1 | 3.0 | 2.6 | 2.7 | i | -43 | 0.04 | 936 | -0.76 | -0.27 | -0.62 | 1 | i | 6% | 1% | 15 | 768 | -2.5% |
| O=C(NCc1cccs1)c1ccc(CS(=O)(=O)c2ccc(Cl)cc2)o1 | 0.9 | 1.2 | 3.2 | i | -11 | -0.57 | 938 | 0.46 | 0.36 | 0.68 | -0.64 | i | 17% | 11% | 8 | 773 | -0.4% |

Ordered by count of non-hydrogen atoms (largest number first): 3 of the compounds above.
| compound | MT stabilize HCS | MT stabilize HCS Hoechst-high % | MT stabilize HCS cytotoxicity % | Autophagy HCS | Autophagy HCS cell loss 18 h | Insulin prom up | Insulin prom up cell count | Dynein transport | Dynein transport cytoplasmic EGFP | Dynein transport nuclear GR-EGFP | Dynein transport cell count | Yfh1-off respiration | P. falciparum M1AAP | P. falciparum M17LAP | Lipid droplet | Lipid droplet cells 6.5 µM | CSM14.1 death rescue |
| --- | --- | --- | --- | --- | --- | --- | --- | --- | --- | --- | --- | --- | --- | --- | --- | --- | --- |
| Cc1cc2ncn(-c3nnnn3-c3ccccc3)c2cc1C | 0.9 | 2.2 | 12 | i | 2 | -0.12 | 1224 | -0.12 | -0.21 | 0.11 | 0.22 | i | 5% | 10% | / | / | 0.7% |
| Cc1cc(Nc2ccc(F)cc2Cl)n2ncnc2n1 | 2.0 | 2.5 | 8.6 | i | 1 | 0.52 | 1871 | 0.014 | -0.24 | 0.21 | 0.84 | i | 1% | -2% | 9 | 683 | / |
| C/C(=C\C(=O)O)CC(=O)O | 2.5 | 1.4 | 6.6 | i | 34 | / | / | 0.6 | -0.43 | 0.76 | 1.2 | i | 0% | 9% | 14 | 814 | 4.4% |

Compound activity as filed in PubChem.
